Screening results (PubChem BioAssay)
SSB-PriA inh: blocks PriA binding to SSB C-terminal tail | AlphaScreen SSBct-PriA binding, biotinylated peptide | inhibition, % at 33 µM | 430,000 tested, 0.6% active | AID 1272365; in the data active = inhibition mostly above about 37%, no sharp cut-off; inactive = mostly below about 20%;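 note: plate controls were negative control peptide for no effect and reference peptide for full effect; strong numbers were not always called active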
Starred values were filed as active, the others as inactive; & = joins results of further samples. A portion of the library; count on the stated rates, not on these rows.

SMILES	SSB-PriA inh
CCc1c(C)nc(SCC(=O)OC)[nH]c1=O	2
O=C(/C=C/c1cccs1)Nc1nc(-c2cc3ccccc3o2)cs1	-14
O=S(=O)(/C=C/c1ccccc1)NCCOc1ccc2nnc(-c3ccccc3)n2n1	-7&4
O=c1[nH]c2ccccc2c(=O)n1C1CCN(S(=O)(=O)c2ccc3c(c2)OCCO3)CC1	-6
CS(=O)(=O)Nc1ccc(-c2cc(-c3ccccc3)c3cc(Cl)ccc3n2)cc1	-13
CS(=O)(=O)N1CCCCC1C(=O)Nc1nc(-c2nc3ccccc3s2)cs1 (stereo not given)	18
Cc1noc(C)c1C(=O)N1CCN(c2nc(-c3ccsc3)cs2)CC1	10
COc1ccc(NC(=O)Cn2cc(C(=O)c3ccc(Cl)cc3)c(=O)c3cc(OC)ccc32)c(OC)c1	-8
CCN(CC)C(=O)Cn1cc(SCC#N)c2ccccc21	8
Cc1[nH]c2ccccc2c1C=NNC(=O)C1CC1(c1ccccc1)c1ccccc1 (stereo not given)	16
Cn1c(SCc2nc(-c3ccc(F)cc3)no2)nc2ccsc2c1=O	-26
O=C(CSc1ncccn1)N1CC(Oc2nccs2)C1	-8
O=C(Nc1ccc(Br)cc1-c1nc2ccccc2[nH]c1=O)c1ccccc1	-2
O=S(=O)(Nc1cccc(-c2nc3cccnc3s2)c1)c1cccc(F)c1	-13
CCOc1ccccc1NC(=O)CN1CCN(Cc2nc3ccccc3[nH]2)CC1	14
COc1ccc(C=NNc2nnc(C)n2N)cc1OC(C)=O	-1
O=C(NCCc1ccoc1)c1ccc(-c2ccsc2)cc1	1
CNC(=O)CS(=O)(=O)C1CCN(S(=O)(=O)c2cnc[nH]2)CC1	21

Looked up by compound from the entries so far, six records:
SMILES	SSB-PriA inh
O=C(/C=C/c1cccs1)Nc1nc(-c2cc3ccccc3o2)cs1	-14
O=S(=O)(/C=C/c1ccccc1)NCCOc1ccc2nnc(-c3ccccc3)n2n1	-7&4
Cn1c(SCc2nc(-c3ccc(F)cc3)no2)nc2ccsc2c1=O	-26
O=C(CSc1ncccn1)N1CC(Oc2nccs2)C1	-8
O=S(=O)(Nc1cccc(-c2nc3cccnc3s2)c1)c1cccc(F)c1	-13
COc1ccc(C=NNc2nnc(C)n2N)cc1OC(C)=O	-1

Some of the entries so far, with each value named.
structure: CS(=O)(=O)Nc1ccc(-c2cc(-c3ccccc3)c3cc(Cl)ccc3n2)cc1
  SSB-PriA inh: -13
structure: CS(=O)(=O)N1CCCCC1C(=O)Nc1nc(-c2nc3ccccc3s2)cs1 (stereo not given)
  SSB-PriA inh: 18
